Screening data as filed in PubChem.
TRPC4 inh: blocks the mouse TRPC4 cation channel. B-score at 10 µM. AID 2247. HEK293 TRPC4beta/mu-opioid, DAMGO-evoked Fluo4 calcium flux; stronger effect = lower value. actives 0.39% (n = 300,000);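 active means B-score over 3 SD under the library average, no early fluorescence shift, positive overall ratio signal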
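Assay system: HEK293 cells with stable TRPC4beta plus mu-opioid receptor expression. Dosing: single dose. Measured by: Fluo4 Ca2+ flux fluorescence. Also added: DAMGO in two steps, submaximal then maximal. Read-out: B score from integrated Fluo4 fluorescence ratio.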
MrgX1 allo act: allosterically activates human MrgX1 receptor signaling; Q96LB2; MrgX1-HEK293, Fluo-4 calcium flux, FDSS; stronger effect = higher value; B-score at 10 µM; actives 0.63% (n = 310,000); AID 588675;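 active means plate-corrected calcium response at least 3 library SD above typical, normal starting fluorescence, not activating the receptor alone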;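 further: compound read alongside a low EC10 to EC30 dose of BAM8-22 agonist; peak minus trough fluorescence over baseline measured at the second addition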
Target sequence (Q96LB2 whole entry, looked up): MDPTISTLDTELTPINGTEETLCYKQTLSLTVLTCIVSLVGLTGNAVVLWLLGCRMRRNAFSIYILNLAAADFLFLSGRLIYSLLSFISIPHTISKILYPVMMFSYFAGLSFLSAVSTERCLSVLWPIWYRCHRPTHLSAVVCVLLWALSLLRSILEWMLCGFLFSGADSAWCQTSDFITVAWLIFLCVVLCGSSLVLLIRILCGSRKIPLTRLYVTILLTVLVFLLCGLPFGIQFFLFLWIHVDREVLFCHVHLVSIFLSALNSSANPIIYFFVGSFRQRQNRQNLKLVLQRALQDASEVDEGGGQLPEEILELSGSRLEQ
SKKanGAS inh: blocks kanamycin growth of S. pyogenes SKKanGAS strain; AID 1662; actives 1.3% (n = 300,000); inhibition, % at 7.5 µM; BacTiter-Glo, 6 h;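 active means mean replicate score, as percent of positive control median, at least 50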;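 further: strain carries kanamycin resistance gene driven by streptokinase promoter and grows in 40 µg/ml kanamycin; loss of luminescence reflects streptokinase promoter inhibition or plain growth inhibition; 0% = median of DMSO wells and 100% = positive control at its reference dose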
TRPC6 activator: mouse TRPC6 channel activation; actives 0.13% (n = 310,000); HEK293-TRPC6 membrane potential dye fluorescence; stronger effect = higher value; Q61143; B-score at 10 µM;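 active means B-score of the integrated fluorescence ratio above library mean plus 3 SD, and starting fluorescence ratio within library mean plus 5 SD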;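 further: higher score means more depolarization so channel activation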
ANO1 activ: activators or potentiators of mouse TMEM16A chloride channel; Q8BHY3; HEK293 TMEM16A/YFP-H148Q/I152L, iodide quench fluorescence; stronger effect = lower value; B-score at 10 µM; actives 0.3% (n = 340,000); AID 623877;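 active means fluorescence-ratio B-score plate-corrected deviation score at least 3 library SD below zero, with starting fluorescence score within 5 deviations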;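 further: channel opened by trigger with iodide after compound preincubation; score built on the fluorescence ratio of max minus min over baseline; more negative score means more quench and so TMEM16A activation or potentiation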
ANO1 block: inhibitors of mouse TMEM16A calcium-activated chloride channel; HEK293 TMEM16A/YFP iodide influx fluorescence, ionomycin; normalized B-score (activity score, 25-100; higher = stronger inhibition) at 10 µM; actives 1.2% (n = 310,000); AID 588511;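 active means ratio plate-corrected score three or more library SD toward inhibition, starting fluorescence score within five deviations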;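 further: score derived from kinetic fluorescence span divided by baseline fluorescence per well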
MrgX1 agonist: activates human MrgX1 receptor signaling | Q96LB2 | B-score at 10 µM | MrgX1-HEK293 cells, Fluo-4 calcium fluorescence, agonist mode; stronger effect = higher value | actives 0.44% (n = 310,000);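 active means calcium response B-score plate-corrected fluorescence ratio at least 3 library SD, with starting fluorescence B-score inside 5 SD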
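Test system: HEK293 cells stably expressing human MrgX1 receptor; amount: 15,000 cells per well; doses: compound delivered in addition one of three; times: overnight plating before 1 h dye loading; detection: Fluo-4 NW calcium-flux fluorescence, kinetic read; read-out basis: B-scored fluorescence response ratio; controls: positive and negative controls per plate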
MrgX1 antagonist: blocks BAM8-22 activation of human MrgX1 receptor; B-score at 10 µM; MRGX1-HEK293 calcium flux, Fluo-4, BAM8-22 antagonism; stronger effect = lower value; AID 588676; actives 1.3% (n = 310,000);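 active means calcium-response B-score plate-corrected more than 3 library SD below zero, starting fluorescence within 5 deviations, no agonist response on first addition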;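 further: peak minus trough fluorescence over baseline after final BAM8-22 challenge near maximal dose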
TRPC4 act: TRPC4 (mouse) channel activation; Q9QUQ5; HEK293 TRPC4beta/mu-opioid, Fluo4 calcium fluorescence; stronger effect = higher value; B-score at 10 µM; actives 0.49% (n = 310,000); AID 2237;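 active means B-score above 5 SD of library B-scores, and initial fluorescence ratio not above library mean plus 5 SD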;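 further: positive B-score marks a calcium rise read as TRPC4 activation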
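Material: HEK293 stable line with TRPC4beta plus mu-opioid receptor; technique: Fluo4 calcium-sensitive dye fluorescence, kinetic, 1 Hz baseline; timing: Fluo4 dye loading 45 min at room temperature, 110 s recording; controls: assay buffer as low control, maximal DAMGO as high control; read-out: integrated baseline-normalised fluorescence ratio, converted to per-well B score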
TRPC4 potent: TRPC4 (mouse) allosteric potentiation; AID 2227; HEK293 TRPC4beta/mu-opioid, DAMGO EC20, Fluo-4 Ca2+ flux; stronger effect = higher value; B-score at 10 µM; Q9QUQ5; actives 0.42% (n = 310,000);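 active means B-score of calcium response area above 5 SD of library B-scores, with initial fluorescence ratio within 5 SD of library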;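 further: B-score of integrated fluorescence ratio over time as area under calcium response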
TRPC6 inhibitor: inhibitors of mouse TRPC6 channel; actives 1.1% (n = 310,000); HEK293-TRPC6, membrane potential dye, ACh-evoked depolarization; stronger effect = lower value; B-score at 10 µM; Q61143;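 active means B-score under library mean minus 3 SD, initial fluorescence not abnormally high, positive integrated signal ratio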;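 further: B-score derived from integrated fluorescence ratio over the kinetic read; more negative B-score means stronger inhibition of depolarization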
* = called active by the depositor; i = inactive; . = not tested or not shown.

SMILES | TRPC4 inh | ANO1 block | MrgX1 antagonist | MrgX1 agonist | TRPC6 activator | TRPC4 potent | TRPC4 act | SKKanGAS inh | TRPC6 inhibitor | ANO1 activ | MrgX1 allo act
Nc1ncc(-n2cncn2)c(-c2ccccc2)n1 | i | i | i | i | i | i | i | -6.4 | i | i | i
CC(=O)Nc1nc(-c2ccccc2)nc(C)c1C(C)=O | . | i | i | i | i | i | i | -3.8 | i | i | i
O=C(Cn1[nH]c(=O)c2ccccc2c1=O)NCc1cccnc1 | i | i | i | i | i | i | i | 6.9 | i | i | i
Cc1ccc(NS(=O)(=O)c2ccc3c(c2)n(C)c(=O)n3C)cc1C | i | i | i | i | i | i | i | -14.9 | i | i | i
c1ccc(-n2nnc(-c3nccs3)n2)cc1 | i | i | i | i | i | i | i | 1.9 | i | i | i
CC(=O)c1cccc(S(=O)(=O)N(Cc2cc3cc4c(cc3[nH]c2=O)OCCO4)CC2CCCO2)c1 (centres undefined) | i | i | i | i | i | i | i | 4.3 | i | i | i
Cc1cc(C(=O)N2CCN(c3ccc([N+](=O)[O-])cc3)CC2)n[nH]1 | i | i | i | i | i | i | i | -0.8 | i | i | i
O=C(CCNS(=O)(=O)c1ccccc1C(F)(F)F)N1CCN(C(c2ccccc2)c2ccccc2)CC1 | i | i | i | i | i | i | i | 4.3 | i | i | i
Cc1cc(C)n(C(=O)c2ccc([N+](=O)[O-])cc2N)n1 | i | i | i | i | i | i | i | 1.7 | i | i | i
CCOC(=O)C1CCN(C/C=C/c2ccccc2)CC1 | i | i | i | i | i | i | i | 0.2 | i | i | i
CCOc1ccc(N2CC(C(=O)Nc3ccc(S(=O)(=O)N4CCCCC4)cc3)CC2=O)cc1 (centres undefined) | i | i | i | i | i | i | i | -7.0 | i | i | i
CC(C)C[C@H](NC(=O)c1nc[nH]c1C(=O)NC1CCNCC1)C(=O)OC(C)(C)C | i | i | i | i | i | i | i | 2.1 | i | i | i
CN(C(=O)COc1ccc(Br)cc1Cl)C1CCCCC1 | i | i | i | i | i | i | i | -3.7 | i | i | i
OCC[C@@H]1C[C@H](O)[C@@H](O)[C@]2(Cc3ccccc3CO2)O1 | i | i | i | i | i | i | i | -3.7 | i | i | i
CCOc1ccc(N(CC(=O)NCc2ccccc2)C(=O)Cn2nnc(-c3ccc(C)o3)n2)cc1 | i | i | i | i | i | i | i | 8.9 | i | i | i
Cc1cccc(C(=O)NC(C)C(c2cccs2)N2CCOCC2)c1 (centres undefined) | i | i | i | i | i | i | i | -3.8 | i | i | i
CC(C)c1ccc(NC(=O)CN2C(=O)NC3(CCCC3)C2=O)cc1 | i | i | i | i | i | i | i | 5.1 | i | i | i
CS(=O)(=O)N(CC(=O)N1CCCCCC1)c1cccc(Cl)c1Cl | i | i | i | i | i | i | i | 6.9 | i | i | i
COc1ccccc1/C=N/NC(=O)CSc1cc(C)nc2ccccc12 | i | i | i | i | i | i | i | . | i | i | i
Cc1ccc(NC(=O)COC(=O)C2CCN(c3ccc(C(F)(F)F)cn3)CC2)cc1C | i | i | i | i | i | i | i | -5.8 | i | i | i
CCN[C@H]1C[C@H](C)S(=O)(=O)c2sc(S(N)(=O)=O)cc21 | . | i | i | i | . | . | . | . | . | i | i
CC(C)(C)c1ccccc1OCC(=O)NCCC(=O)O | i | i | i | i | i | i | i | -7.7 | i | i | i
Cc1ccccc1NC(=O)OCc1cn(-c2ccc(Cl)cc2)nn1 | i | i | i | i | i | i | i | -0.2 | i | i | i
CCn1c(SCC(=O)c2ccccc2)nnc1-c1cnccn1 | i | i | i | i | i | i | i | 5.9 | i | i | i
COC(=O)CN1CCN(C(=O)c2ccc(F)cc2)c2ccccc2C1 | i | i | i | i | i | i | i | -2.3 | i | i | i
O=C(Nc1ccc2ccccc2c1)Nc1ccc2snnc2c1 | i | i | i | i | i | i | i | 33.6 | i | i | i
O=C(CSc1ncn(-c2ccccc2)n1)Nc1nccs1 | i | i | i | i | i | i | i | -14.5 | i | i | i
Cc1ccnc(SC2CC(=O)N(c3ccc(F)cc3)C2=O)n1 (centres undefined) | i | i | i | i | i | i | i | -2.9 | i | i | i
Cc1noc(NC(=O)c2ccc(Cl)c(Cl)c2)c1Cl | i | i | i | i | i | i | i | -6.5 | i | i | i
CC1CCC(C(=O)NC(C(=O)NCc2ccccn2)C(C)C)CC1 (centres undefined) | i | i | i | i | i | i | i | 1.1 | i | i | i
CCn1cc(C(=O)NP(=O)(Nc2ccc(C)cc2)Nc2ccc(C)cc2)c2ccccc21 | i | i | i | i | i | i | i | -1.9 | i | i | i
Cc1ccc(N(CC(=O)Nc2cc(C)cc(C)c2)S(=O)(=O)c2cccc3nonc23)cc1 | i | i | i | i | i | i | i | 4.2 | i | i | i
O=C(O)c1ccccc1C(=O)c1ccc(-c2ccccc2)cc1 | i | i | i | i | i | i | i | 2.1 | i | i | i
CCOC(=O)c1cc(C#N)c(N2CCN(C(=O)c3cccc(C(F)(F)F)c3)CC2)nc1C(F)(F)F | i | i | i | i | i | i | i | 7.3 | i | i | i
Cc1cc(NC(=O)CCC(=O)N(Cc2cccs2)C(C)(C)C(=O)NC2CCCCC2)no1 | i | i | i | i | i | i | i | 7.6 | i | i | i
COc1ccc(NC(=S)N2CCC(C(=O)N3CCCCCC3)CC2)cc1 | i | i | i | i | i | i | i | -7.0 | i | i | i
O=C1c2ccncc2C(=O)N1Cc1cccc(Cl)c1 | i | i | i | i | i | i | i | 0.8 | i | i | i
O=C(CSc1ccsc1[N+](=O)[O-])Nc1cc(F)ccc1F | i | . | . | . | i | i | i | -7.4 | i | i | .
COc1ccc(-c2cn[nH]c2-c2ccc(OCC(=O)NN)cc2O)cc1 | i | i | i | i | i | i | i | 14.2 | i | i | i
COc1nc(OC)nc(N2CCC(C(=O)NC3CCCCCC3)CC2)n1 | i | i | i | i | i | i | i | -1.9 | i | i | i
Cc1ccc2c(c1)C=CC(C)(C)S2(=O)=O | i | i | i | i | i | i | i | 2.1 | i | i | i
Nc1nc2ccccc2n1CCN1CCCC1 | i | i | i | i | i | i | i | -12.9 | i | i | i
CC(C)C(=O)Nc1cccc(NC(=O)c2cccnc2)c1 | i | i | i | i | i | i | i | 3.3 | i | i | i
O=C(NCc1ccccc1)c1ccc(-c2ccccc2C(F)(F)F)o1 | i | i | i | i | i | i | i | 5.8 | i | i | i
CN(C)c1ccc(NC(=O)c2cc3c(=O)n4ccccc4nc3n2C)cc1 | i | i | i | i | i | i | i | 1.2 | i | i | i
CCOc1ccc(OCC)c(NC(=O)CNS(=O)(=O)c2cccs2)c1 | i | i | i | i | i | i | i | -8.5 | i | i | i
CCSc1nnc(NC(=O)C2CCN(S(=O)(=O)c3c(C)c(C)cc(C)c3C)CC2)s1 | i | i | i | i | i | i | i | 5.9 | i | . | i
CCN(CC)c1ccc(/C=C2\C(=O)N(c3nnc(C)c(=O)[nH]3)N=C2C)cc1 | i | i | i | 41.6* | i | i | i | -15.9 | i | -5.68* | i
Cc1ccc(NC(=O)/C(=C/c2cccc([N+](=O)[O-])c2)NC(=O)C2CCCCC2)c(C)c1 | i | i | i | i | i | i | i | 8.2 | i | i | i
COc1ccc(Br)cc1/C=C/C(=O)Nc1c(C)cccc1C | i | i | i | i | i | i | i | 9.7 | i | i | i

Next part:
SMILES | TRPC4 inh | ANO1 block | MrgX1 antagonist | MrgX1 agonist | TRPC6 activator | TRPC4 potent | TRPC4 act | SKKanGAS inh | TRPC6 inhibitor | ANO1 activ | MrgX1 allo act
CCN(C(=O)COC(=O)c1cc([N+](=O)[O-])ccc1N1CCOCC1)C1CCCCC1 | i | i | i | i | i | i | i | 11.8 | i | i | i
CC(C)c1ccc(NC(=O)CSc2nc(=O)[nH]c3c2CCCC3)cc1 | i | i | i | i | i | i | i | 4.9 | i | i | i
CC1CN(C(=O)c2ccccc2C(=O)c2ncc[nH]2)CC(C)O1 (centres undefined) | i | i | i | i | i | i | i | -3.7 | i | i | i
COCCNC(=S)N(c1ccccc1)C(C)C | i | i | i | i | i | i | i | 0.5 | i | i | i
N#CCCn1cc(CNC2CCC(O)CC2)c2ccccc21 (centres undefined) | i | i | i | i | i | i | i | -8.1 | i | i | i
COc1ccc2nc(SCCC(=O)O)cc(C)c2c1 | i | i | i | i | i | i | i | -17.0 | i | i | i
O=C(NCc1ccco1)c1ccccc1F | i | i | i | i | i | i | i | -0.8 | i | i | i
CC(C)CCN(Cc1ccco1)S(=O)(=O)c1ccc(-c2ccc(=O)[nH]n2)s1 | i | i | i | i | i | i | i | 8.9 | i | i | i
COc1ccc(N=C(C)C2=C(O)CSC2=O)cc1 | i | i | i | i | i | i | i | 5.5 | i | i | i
COC(=O)c1cc(C(=O)N2CCN(c3cccc(Cl)c3)CC2)cc([N+](=O)[O-])c1 | i | i | i | i | i | i | i | 6.7 | i | i | i
CCN(CC)S(=O)(=O)c1ccc2c(c1)nc(SCC(=O)NC1CC1)n2-c1ccccc1OC | i | i | i | i | i | i | i | 4.5 | i | i | i
O=C(Cn1cnc2ccccc2c1=O)c1c[nH]c2ccccc12 | i | i | i | i | i | i | i | -10.7 | i | i | i
CC(C)(C)OC(=O)[C@H](Cc1ccccc1)NC(=O)c1nc[nH]c1C(=O)N1CCN(c2ccccc2)CC1 | i | i | i | i | i | i | i | 1.5 | i | i | i
COc1ccc(NC(=O)C(=O)NCCO)cc1Cl | i | i | i | i | i | i | i | -14.8 | i | i | i
CCCCCC(=O)Nc1nc(C)c(-c2csc(Nc3cc(Cl)ccc3OC)n2)s1 | i | i | i | i | i | i | i | 15.7 | i | i | i
COc1cc(OC)cc(-c2nnc(SCC(=O)N3CCCc4ccccc43)o2)c1 | i | i | i | i | i | i | i | -1.7 | i | i | i
CC(=O)c1ccc(NC(=S)NC(=O)c2c(Cl)c(C)nn2C)cc1 | i | i | i | i | i | i | i | 4.6 | i | i | i
N/C(Cc1ccc([N+](=O)[O-])cc1)=N\OC(=O)Cc1ccccc1 | i | i | i | i | i | i | i | -0.2 | i | i | i
O=C(NCCCSc1ccccc1)c1cc(Br)ccc1O | i | 100* | i | i | i | i | i | 6.9 | i | i | i
